# Source: PubChem BioAssay
# MC4R ag barr: MC4R agonists recruiting beta-arrestin, primary screen, cell-based, luminescence, agonist arm of biased-ligand search | Melanocortin receptor 4 (Homo sapiens), P32245 | U2OS MC4R beta-arrestin complementation; percent of melanotan II response, DMSO zero | activation, % at 8.9 µM | 0.98% of 360,000 active | AID 540308, 2011;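 active = activation above a per-plate cutoff, the mean activation of sample wells on that plate plus 3 SD, cut at about 8% in these data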
# aDG glyco act: activators of alpha-DG glycosylation, primary screen, uHTS, Pro5-aDG cells, AlphaScreen; 0.22% of 360,000 active; activation, % at 10 µM; alpha-DG glycosylation AlphaScreen (IIH6); 0% Pro5, 100% B10-LARGE cell signal; AID 624168, 2012;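 active = activation of at least 8% versus controls, or a plate z-score of at least 8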;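 note: Pro5 are CHO cells carrying HIG-tagged alpha-DG that lacks glycosylation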
# ABHD5 PLIN5 PPI: ABHD5-PLIN5 interaction inhibitors, primary screen, cell lysate, split luciferase complementation, luminescence. Perilipin-5 (Homo sapiens) + 1-acylglycerol-3-phosphate O-acyltransferase ABHD5 (Homo …. Split G. princeps luciferase complementation, 4 h. inhibition, % at 4 µM. 0.78% of 360,000 active. AID 602281, 2012;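 active = inhibition above the mean inhibition across every tested compound plus 3 SD, cut at about 22% in these data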;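 note: 0% = DMSO only wells and the 100% control is not disclosed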
# Glyco luc inh: increase of ERlucT glycosylation luciferase signal, primary screen, N-linked glycosylation inhibitor project, D54 ERlucT cells, luminescence, set 2 | D54 ERlucT glycosylation luciferase reporter, 24 h; percent of 100 nM tunicamycin response | reporter increase, % at 12.5 µM | 0.23% of 360,000 active | AID 588692, 2011;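 active = mean luciferase reporter signal, scaled so untreated is 0 and the glycosylation-blocking control 100, at or above a set limit in every replicate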;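 note: luciferase carries N-glycosylation sites so blocking glycosylation raises the light; 0% = median of neutral control wells and 100% = median of 100 nM tunicamycin wells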
# Vif inh: HIV Vif self-association inhibitors, primary screen, imaging, HEK293T, single point; HEK293T cells, Vif self-association by quenched fluorescence, 24 h; inhibition, % at 7.49 µM; 0.35% of 340,000 active; in the data active = inhibition above about 50%, passing the limit was not always enough; note: some results filed as inactive read as strong as hits
# Granule exo inh: LAMP-1 surface exposure blockers, TALL-104 cells – cell-based, flow cytometry, MLPCN library, primary screen. 0.66% of 360,000 active. inhibition, % at 10 µM. TALL-104 LAMP-1 surface exposure; cells stimulated with thapsigargin and PMA;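 active = inhibition above about 55%, limit read from the data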
# NOD2 RIPK2 PPI: NOD2-RIPK2 binding disruptors in cells, primary screen, fluorescence, CHO cells, BLA complementation | CCF4 ratio | inhibition, % at 4.98 µM | 0.38% of 360,000 active | AID 624267, 2012; in the data active = inhibition above about 21%;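 note: 0% = vehicle only and 100% = reference blocker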
# MC4R antagonist: MC4R antagonists of cAMP signaling, primary screen, cell-based, TR-FRET, antagonist arm of biased-ligand search; 0.48% of 360,000 active; MC4R-expressing cells, MTII-stimulated cAMP, LANCE TR-FRET; AID 540295, 2011; Melanocortin receptor 4 (Homo sapiens), P32245; inhibition, % at 6.5 µM;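 active = inhibition above its plate's cutoff, the mean of tested wells on that plate plus 3 SD, cut at about 29% in these data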;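 note: 0% = Melanotan II alone and 100% = Melanotan II plus saturating MCL0020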
#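 System: U2OS-MC4R stable cell line; Technique: Eu-cAMP/anti-cAMP TR-FRET, emission 671 nm; Repeats: single well per compound; Also added: Melanotan II; Dosing: one concentration, 6.5 µM nominal; Schedule: 30-min compound, 1-h challenge, 1-h detection, room temperature.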
# ABCB6 inh 2: ABCB6 transporter inhibitors, primary screen, K562-ABCB6 cells, flow cytometry, MLPCN library. K562-ABCB6 porphyrin accumulation, 1 h; stronger effect = lower value. fluorescence ratio to DMSO, % at 10 µM. 0.19% of 360,000 active;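 active = fluorescence ratio to DMSO below 75%, the collection mean minus 3 SD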;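 note: signal is porphyrin accumulated inside mitochondria; 100% equals median channel fluorescence of DMSO control wells; lower ratio means ABCB6 inhibition with less porphyrin fluorescence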
# TLR9-MyD88 block: inhibitors of TLR9-MyD88 association in cells, primary screen, cell-based, CHO, BLA complementation, fluorescence; Toll-like receptor 9 (Homo sapiens) + Myeloid differentiation primary response protein …; CCF4 FRET ratio; inhibition, % at 4.98 µM; 0.21% of 340,000 active;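 active = inhibition above the mean over all tested compounds plus 3 SD, cut at about 21% in these data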;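 note: 0% = DMSO only wells and 100% = clavulanate BLA inhibitor control wells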
# Target sequence (Q99836 whole entry, looked up): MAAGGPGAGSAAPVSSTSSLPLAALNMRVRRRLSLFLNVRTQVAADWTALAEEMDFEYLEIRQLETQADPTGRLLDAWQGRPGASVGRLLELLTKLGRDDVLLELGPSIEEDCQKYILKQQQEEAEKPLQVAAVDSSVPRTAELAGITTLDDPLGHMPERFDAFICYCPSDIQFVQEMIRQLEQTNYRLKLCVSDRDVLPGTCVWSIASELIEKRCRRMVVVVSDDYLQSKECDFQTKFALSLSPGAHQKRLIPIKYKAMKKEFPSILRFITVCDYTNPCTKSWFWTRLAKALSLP
# Target sequence (Q9NR96 whole entry, looked up): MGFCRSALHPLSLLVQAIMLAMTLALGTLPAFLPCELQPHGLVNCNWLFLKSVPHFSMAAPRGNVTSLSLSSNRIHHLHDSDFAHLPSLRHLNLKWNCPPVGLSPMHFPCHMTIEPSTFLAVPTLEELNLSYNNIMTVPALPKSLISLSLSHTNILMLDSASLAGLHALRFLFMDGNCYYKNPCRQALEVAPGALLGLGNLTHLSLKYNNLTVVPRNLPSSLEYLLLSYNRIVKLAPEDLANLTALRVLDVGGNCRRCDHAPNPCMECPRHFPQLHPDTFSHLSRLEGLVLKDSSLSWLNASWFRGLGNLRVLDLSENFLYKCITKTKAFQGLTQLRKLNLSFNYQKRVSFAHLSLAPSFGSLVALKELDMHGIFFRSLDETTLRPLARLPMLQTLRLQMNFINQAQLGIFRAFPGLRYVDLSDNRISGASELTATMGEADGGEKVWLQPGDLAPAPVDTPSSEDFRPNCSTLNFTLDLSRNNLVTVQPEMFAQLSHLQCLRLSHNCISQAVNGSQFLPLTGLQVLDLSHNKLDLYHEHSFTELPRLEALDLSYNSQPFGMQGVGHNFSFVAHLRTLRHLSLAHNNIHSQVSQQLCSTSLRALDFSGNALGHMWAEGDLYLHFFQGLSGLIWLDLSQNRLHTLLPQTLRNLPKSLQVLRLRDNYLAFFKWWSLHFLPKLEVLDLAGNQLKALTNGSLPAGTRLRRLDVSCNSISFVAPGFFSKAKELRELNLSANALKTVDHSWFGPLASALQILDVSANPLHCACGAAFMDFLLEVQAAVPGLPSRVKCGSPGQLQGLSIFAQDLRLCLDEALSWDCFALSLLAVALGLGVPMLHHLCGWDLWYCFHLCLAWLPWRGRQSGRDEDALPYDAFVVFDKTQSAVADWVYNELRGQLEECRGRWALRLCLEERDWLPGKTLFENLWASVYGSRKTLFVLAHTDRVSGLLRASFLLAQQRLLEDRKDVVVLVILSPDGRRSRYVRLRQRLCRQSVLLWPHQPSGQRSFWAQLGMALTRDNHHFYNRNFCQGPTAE
# Starred values were filed as active, the others as inactive; . = no result given. Not all compounds are listed. The share of hits here may be higher or lower than overall.
SMILES,MC4R ag barr,aDG glyco act,ABHD5 PLIN5 PPI,Glyco luc inh,Vif inh,Granule exo inh,NOD2 RIPK2 PPI,MC4R antagonist,ABCB6 inh 2,TLR9-MyD88 block
Cc1c(C(=O)Nc2cccc([N+](=O)[O-])c2)cnn1-c1ccccc1,-1.2,0.1,-5,7,2,0,-4,10,97,8
CC(=O)Nc1sc(NC(=O)c2ccco2)nc1-c1cccs1,0.8,-0.1,-13,9,3,17,-7,15,96,-4
Cc1cc(C(=O)CN2C(=O)NC(C)(c3ccc(F)c(F)c3)C2=O)c(C)n1C1CC1 (stereo not given),1.0,-0.2,-4,2,.,60*,-3,9,98,-14
CC1(C)CC(=O)C2=C(C1)N(c1cccc(Cl)c1)C(=O)NC2(C(F)(F)F)C(F)(F)F,-0.6,-0.3,-1,1,-6,-16,-4,3,99,4
CCc1c(C)[nH]c2nc3ccccc3n2c1=O,-0.3,-0.3,-5,7,-1,-1,-7,12,101,-8
Cc1cccc(NC(=S)NC(=O)CC2CC(C)(C)OC2=O)c1 (stereo not given),-3.3,-0.1,-3,3,-2,5,5,8,105,0
Cc1cc(NC(=O)CSCC(=O)OCc2nnc(-c3ccc(F)cc3)o2)no1,1.0,0.0,2,3,-5,0,0,18,96,4
O=C(Nc1ccnc(-c2ccncc2)n1)c1ccc(Cl)cc1,1.3,0.3,-1,0,1,-12,-9,0,106,8
O=C(NC(=S)Nc1ccc(N2CCCCC2)c(Cl)c1)c1cccs1,-1.8,0.0,-17,-1,1,0,-3,7,100,9
CC1CCCC(C)N1C(=O)c1ccc(S(=O)(=O)NCc2ccco2)cc1 (stereo not given),-1.2,0.4,0,-5,-4,-6,-10,8,94,1
O=C(CN1CCCC1)N1c2ccccc2Sc2ccc(Cl)cc21,-1.1,0.0,7,-4,-7,28,-8,7,95,-10
O=C(COC(=O)C1(c2ccccc2)CC1)NNC(=O)c1ccccc1,0.3,-0.3,0,0,2,3,9,-5,102,-8
O=C(CCCCCNc1nc(=S)[nH]c2ccccc12)NCCC1=CCCCC1,0.5,-0.1,0,19,2,-3,7,3,98,-6
CCCc1ccc2oc(C(=O)NCCCN3CCOCC3)c(C)c2c1,-2.8,0.4,9,-4,1,-3,4,1,96,-6
CC(C)(C)OC(=O)NC(CCCCNC=O)C(=O)O (stereo not given),-3.5,0.2,1,3,-4,-1,-2,-4,98,6
O=C1c2cccc([N+](=O)[O-])c2C(=O)N1c1cccnc1,0.4,0.0,0,1,-1,1,-15,19,100,2
Cc1cc(C)cc(N(C(=O)c2csnn2)C(C(=O)NC2CCCCC2)c2ccccn2)c1 (stereo not given),2.0,0.2,-10,-1,-14,6,4,9,110,-25
COc1ccc(-c2cc3nc(NCCNC(C)=O)n(C)c(=O)c3s2)c(C)c1,-0.5,0.2,4,-2,.,0,3,-5,89,.
Cc1cccc(CNC(=O)C(C)n2nc(C)c3c(C)n(-c4ccccc4)nc3c2=O)c1 (stereo not given),-2.3,0.1,8,0,5,5,3,9,92,-8
C=CCOC(=O)C1=C[C@@H](c2cn(C(C)=O)c3ccccc23)C[C@@H](OCc2ccc(CO)cc2)O1,2.3,-0.3,-4,0,4,-1,-13,11,97,-5

# Single records, as listed above.
# Cc1cc(C)cc(N(C(=O)c2csnn2)C(C(=O)NC2CCCCC2)c2ccccn2)c1 (stereo not given) across the screens: MC4R ag barr = 2.0; aDG glyco act = 0.2; ABHD5 PLIN5 PPI = -10; Glyco luc inh = -1; Vif inh = -14; Granule exo inh = 6; NOD2 RIPK2 PPI = 4; MC4R antagonist = 9; ABCB6 inh 2 = 110; TLR9-MyD88 block = -25
# CC(C)(C)OC(=O)NC(CCCCNC=O)C(=O)O (stereo not given) across the screens: MC4R ag barr = -3.5; aDG glyco act = 0.2; ABHD5 PLIN5 PPI = 1; Glyco luc inh = 3; Vif inh = -4; Granule exo inh = -1; NOD2 RIPK2 PPI = -2; MC4R antagonist = -4; ABCB6 inh 2 = 98; TLR9-MyD88 block = 6

# Continued.
SMILES,MC4R ag barr,aDG glyco act,ABHD5 PLIN5 PPI,Glyco luc inh,Vif inh,Granule exo inh,NOD2 RIPK2 PPI,MC4R antagonist,ABCB6 inh 2,TLR9-MyD88 block
COc1ccc(CNC(=O)CN(C(=O)c2snc(C(N)=O)c2N)c2ccc(F)cc2)cc1,-2.8,0.2,6,-3,16,10,5,0,101,-11
CC(=O)c1c(C)[nH]c(C(=O)Nc2ccc(Cl)cc2F)c1C,0.0,0.0,1,0,3,9,-7,-7,93,0
CCOc1ccc(N(C)S(=O)(=O)c2cc(-c3cc(C)no3)ccc2C(C)C)cc1,-0.2,0.0,-1,-7,-5,0,1,2,101,-13
CC(C)CNC(=O)Cn1nc(C(F)(F)F)c2c1CCCC2,-1.8,-0.3,-4,0,4,1,4,17,103,7
O=C(Nc1cn(-c2ccccc2)nc1-c1cccs1)c1ccco1,-2.7,0.3,1,-2,-3,11,1,-2,98,-7
O=C(Nc1nccs1)[C@@H]1CCCN1C(=O)c1cccs1,0.0,-0.1,3,-2,2,2,-14,0,100,0
CSc1nsc(SC)c1NC(=O)OCc1ccccc1,3.4,-0.3,-6,-3,3,-1,8,14,94,-11
CCn1nc(C)cc1C(=O)N1CCc2c([nH]c3ccccc23)C1c1cc(F)ccc1F (stereo not given),1.2,-0.1,3,-1,-1,-2,-4,-9,99,.
O=C(Cc1ccccc1)Nc1ccc2c(c1)OC1(CCCC1)O2,-2.5,-0.2,-4,-3,-16,-6,-13,4,95,-3
CC(C(=O)Nc1ccc([N+](=O)[O-])cc1)N1CCN(C/C=C/c2ccccc2)CC1 (stereo not given),0.6,0.2,11,-5,3,1,2,-7,98,-2
COCC(=O)Nc1ccc(N2CCOCC2)c(S(=O)(=O)Nc2ccccc2OC)c1,-2.7,-0.1,9,-1,7,1,0,5,93,2
CC(C(=O)Nc1ccccc1-c1ccccc1)N1CCN(S(=O)(=O)c2ccccc2)CC1 (stereo not given),0.4,0.1,3,-8,-2,5,4,2,95,2
O=C1CC(c2ccc(F)cc2)Cc2nc(NCc3ccco3)ncc21 (stereo not given),0.2,-0.3,5,0,-12,-3,4,10,97,0
COc1ccccc1NC(=O)COC(=O)C1CC2C=CC1C2 (stereo not given),-0.4,-0.1,-6,3,6,4,-11,2,107,2
Cc1ccn2c(=O)c(C(=O)NCCN3CCOCC3)c(O)nc2c1,-1.3,-0.1,0,1,-8,3,-7,1,97,5
Cc1ccc(C(=O)NCCS(=O)(=O)N2CCN(c3ccccc3F)CC2)cc1[N+](=O)[O-],-0.6,0.1,7,-1,9,2,2,-6,89,-5
Cc1nc(SCC(=O)N2CCOCC2)c2c(=O)n(C)c(=O)n(CC(C)C)c2n1,-2.2,-0.1,-3,1,8,0,1,5,98,4
O=c1c(C(c2ccc(F)cc2)c2c(O)nc3n(c2=O)CCCS3)c(O)nc2n1CCCS2,1.7,0.0,10,1,17,-4,-5,4,105,8
O=C(Nc1cnn(Cc2ccc(F)cc2)c1)c1cc(-c2ccco2)on1,5.4,0.0,-6,8,.,1,9,15,99,12
CC(C)NC(=O)NC(=O)CSc1nnc(C(F)(F)F)n1C,0.5,-0.4,-6,0,-2,-2,4,13,100,-5
CCN1CCN(C(=O)c2ccc3c(=O)n(C4CCCC4)c(=S)[nH]c3c2)CC1,-3.2,-0.1,0,-1,20,-5,-4,-1,94,-5
c1ccc(-c2n[nH]nc2-c2ccccc2)cc1,4.2,-0.1,-4,1,-2,-2,-10,7,103,-2
CCN1CCN(c2cc(C)c3cc(NC(=O)CCC(=O)Nc4ccc(OC)cc4OC)ccc3n2)CC1,-1.6,0.0,11,-2,0,7,-4,1,90,6
CCN(CC(=O)Nc1c(F)cccc1F)C(=O)c1cccc(S(=O)(=O)N(C)c2ccccc2)c1,0.0,-0.2,5,-2,10,2,4,-1,100,-11
O=C(Nc1cccc(F)c1)c1ccccc1,-1.8,0.0,-2,-1,-1,-1,-1,10,99,5
CC(C)N(C(=O)C(F)(F)F)C(C(=O)NC1CCCCC1)c1ccncc1 (stereo not given),-0.1,-0.1,0,1,6,1,0,4,99,6
CN(CC(=O)Nc1ccc(N2CCOCC2)cc1)C(=O)CCc1cc(C(C)(C)C)c(O)c(C(C)(C)C)c1,-1.3,0.0,-4,-5,0,4,10,6,94,1
CCOC(=O)Nc1cc2c(cc1[N+](=O)[O-])-c1ccccc1C2=O,-0.4,0.7,5,3,6,16,0,6,94,5
COc1ccccc1NC(=S)NC(=O)/C=C/c1cccs1,1.7,0.3,-4,0,-1,-1,-10,6,99,-9
COc1cccc(OCc2nnc(SCC(=O)NCc3ccco3)n2CCc2ccccc2)c1,-3.7,1.7,11,-2,3,0,-2,10,102,2
COc1cccc(C(=O)CC(C(=O)O)c2ccc(F)cc2)c1 (stereo not given),-2.4,-0.5,-6,0,18,-2,-3,8,103,2
COc1c(C)cc(C(O)c2ncc(-c3ccccc3C)[nH]2)cc1C (stereo not given),-0.9,-0.2,-2,1,-6,-2,6,4,92,.
O=C(Nc1cccc(O)c1)c1ccc([N+](=O)[O-])cc1Cl,-2.3,0.1,5,-2,0,2,-10,-4,93,-5
Cc1ccc(C(=O)n2c3ccccc3c3ccccc32)cc1,0.3,0.0,-10,17,.,-8,7,-9,96,-3

# An excerpt from above in order of molar mass, highest first:
SMILES,MC4R ag barr,aDG glyco act,ABHD5 PLIN5 PPI,Glyco luc inh,Vif inh,Granule exo inh,NOD2 RIPK2 PPI,MC4R antagonist,ABCB6 inh 2,TLR9-MyD88 block
CN(CC(=O)Nc1ccc(N2CCOCC2)cc1)C(=O)CCc1cc(C(C)(C)C)c(O)c(C(C)(C)C)c1,-1.3,0.0,-4,-5,0,4,10,6,94,1
COc1cccc(OCc2nnc(SCC(=O)NCc3ccco3)n2CCc2ccccc2)c1,-3.7,1.7,11,-2,3,0,-2,10,102,2
CC(C)N(C(=O)C(F)(F)F)C(C(=O)NC1CCCCC1)c1ccncc1 (stereo not given),-0.1,-0.1,0,1,6,1,0,4,99,6
COc1ccccc1NC(=S)NC(=O)/C=C/c1cccs1,1.7,0.3,-4,0,-1,-1,-10,6,99,-9
CCOC(=O)Nc1cc2c(cc1[N+](=O)[O-])-c1ccccc1C2=O,-0.4,0.7,5,3,6,16,0,6,94,5
Cc1ccc(C(=O)n2c3ccccc3c3ccccc32)cc1,0.3,0.0,-10,17,.,-8,7,-9,96,-3
